Assay outcomes deposited in PubChem by National Center for Advancing Translational Sciences (NCATS).
Pol iota inh – blocks human DNA polymerase iota activity. 390,000 compounds, 1% hits. Q9UNA4. AID 588590. Potency, µM (titrated, usually from 115 µM), for inactives: at the highest dose activity, negative = inhibition, most hits filed as inhibitors. Pol iota fluorescent replication assay, 10 min
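Pol iota at 10 nM preincubated 15 min with compounds at room temperature; reaction started with fluorescent substrate, 50 nM final. Fluorescence read kinetically at 0 and 10 min; buffer-only wells as negative control.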
POLK inh – DNA polymerase kappa (human) inhibition. purified Pol kappa, fluorescent DNA synthesis assay, 10 min. Potency, µM (doses to about 107 µM), for inactives: top-dose activity, negative = inhibition, actives largely listed as inhibitors. 400,000 compounds, 0.53% hits. AID 588579; also: % is scaled to controls: 0 for no effect and ±100 for the full control effect
Target sequence (Q9UBT6 whole entry, looked up): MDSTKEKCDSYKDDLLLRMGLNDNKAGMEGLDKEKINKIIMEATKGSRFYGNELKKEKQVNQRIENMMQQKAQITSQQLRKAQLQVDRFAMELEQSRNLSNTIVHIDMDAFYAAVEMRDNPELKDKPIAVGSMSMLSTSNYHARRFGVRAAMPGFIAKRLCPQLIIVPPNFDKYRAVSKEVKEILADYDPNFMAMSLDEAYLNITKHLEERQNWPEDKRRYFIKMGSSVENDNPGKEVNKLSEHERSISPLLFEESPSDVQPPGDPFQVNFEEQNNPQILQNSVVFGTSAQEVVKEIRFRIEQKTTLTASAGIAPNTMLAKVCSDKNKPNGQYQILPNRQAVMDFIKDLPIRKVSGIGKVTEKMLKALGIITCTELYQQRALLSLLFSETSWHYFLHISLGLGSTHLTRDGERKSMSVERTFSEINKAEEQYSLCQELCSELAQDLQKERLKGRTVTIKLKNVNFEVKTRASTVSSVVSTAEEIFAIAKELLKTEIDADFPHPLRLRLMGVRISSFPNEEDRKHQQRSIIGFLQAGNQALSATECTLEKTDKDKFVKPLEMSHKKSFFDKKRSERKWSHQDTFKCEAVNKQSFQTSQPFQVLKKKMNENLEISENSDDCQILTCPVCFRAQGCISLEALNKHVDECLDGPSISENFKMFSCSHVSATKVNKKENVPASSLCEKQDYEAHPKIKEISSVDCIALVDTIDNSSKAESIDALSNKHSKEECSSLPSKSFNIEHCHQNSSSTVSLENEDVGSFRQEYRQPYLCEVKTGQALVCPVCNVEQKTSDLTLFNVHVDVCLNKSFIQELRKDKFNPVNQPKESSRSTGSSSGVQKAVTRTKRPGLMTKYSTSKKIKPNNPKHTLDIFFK
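Kinetic fluorescence readout at 0 and 10 min followed reaction start with substrate at 50 nM final. Beforehand, enzyme (10 nM Pol kappa) stood 15 min with compound at room temperature; buffer-only wells were negative controls.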
BAZ2B block – blocks human BAZ2B; AlphaScreen BAZ2B-H3K14Ac peptide displacement; 360,000 compounds, 4.4% hits; Potency, µM (highest dose often 114 µM), inactives show at the highest dose activity change, negative = inhibition, actives largely listed as inhibitors; Q9UIF8; also: % is scaled to controls: 0 for no effect and ±100 for the full control effect; nearly all actives have a fitted effect of over 60% in size
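AlphaScreen displacement of biotin-H3(5-23)K14Ac peptide (50 nM final) from BAZ2B (50 nM final) in PBS pH 7.4, 0.01% Tween-20; complex preformed 30 min RT, then compounds (top 110 uM) 30 min RT, beads 20 min dark.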
BLM helicase inh – blocks DNA unwinding by human BLM helicase; P54132; recombinant BLM DNA unwinding, fluorescence dequenching; Potency, µM (doses to about 56.1 µM), inactives show top-dose activity change, negative = inhibition, actives largely listed as inhibitors; 350,000 compounds, 0.2% hits; AID 2528;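 also: plate controls were vehicle for no effect and no enzyme for full effect; nearly all actives have a fitted effect of over 35% in size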
G9a block – blocks human histone lysine methyltransferase G9a | Q96KQ7 | G9a H3K9 monomethylation, AlphaScreen, 2 h | Potency, µM (top dose mostly 102 µM), inactives show at the highest dose activity, negative = inhibition, hits mostly inhibitors | 350,000 compounds, 8.8% hits; also: % is scaled to controls: 0 for no effect and ±100 for the full control effect; nearly all actives have a fitted effect of over 75% in size
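Using a bead-based AlphaScreen, monomethylated H3K9 product from 2 h room-temperature reactions (G9a 20 nM, peptide 500 nM, SAM 20 uM) was detected with 0.5 ug/mL rabbit anti-H3K9me1 antibody.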
Anesthetic bind – binds horse apoferritin like a general anesthetic. P02791. apoferritin/1-aminoanthracene competitive binding, fluorescence. Potency, µM (series often up to 77.5 µM), without a hit: at the top dose activity change, negative = displacement, actives largely listed as inhibitors. 350,000 compounds, 0.074% hits; also: % is scaled to controls: 0 for no effect and ±100 for the full control effect; nearly all actives have a fitted effect of over 20% in size
Target sequence (P02791 2-175 limits assumed): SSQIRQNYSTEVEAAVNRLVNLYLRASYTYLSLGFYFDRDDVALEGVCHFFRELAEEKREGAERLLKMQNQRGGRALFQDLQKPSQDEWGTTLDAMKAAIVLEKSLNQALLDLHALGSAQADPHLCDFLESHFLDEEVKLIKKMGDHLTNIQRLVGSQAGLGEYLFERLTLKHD
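Horse-spleen apoferritin (10 uM) was mixed with 50% saturated 1-aminoanthracene in PBS, exposed to compounds for 10 min at room temperature, and read for fluorescence (ex 380 nm, em 535 nm). Competitive displacement was fitted with a four-parameter Hill equation.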
APE1 inh – blocks human APE1 abasic DNA cleavage; P27695; recombinant APE1, TAMRA/BHQ-2 abasic DNA cleavage fluorescence; Potency, µM (titrated, usually from 65.8 µM), for inactives: at the highest dose activity change, negative = inhibition, actives largely listed as inhibitors; 350,000 compounds, 0.35% hits; AID 2517;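 also: plate controls were vehicle for no effect and reference inhibitor for full effect; nearly all actives have a fitted effect of over 55% in size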
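0.75 nM APE1 + cpd, 15 min RT; start w/ 50 nM TAMRA/BHQ-2 THF-abasic dsDNA; kinetic fluor 525/598 nm ×3 reads @60 s; Δ(read3−read1); normalized to DMSO and NSC13755 control wells.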
Pol beta inh – blocks human DNA polymerase beta activity; P06746; Pol beta primer extension/strand displacement, fluorescence kinetic; Potency, µM (series often up to 114 µM), inactives show at the top dose activity change, negative = inhibition, actives largely listed as inhibitors; 340,000 compounds, 1.3% hits; AID 485314; also: % is scaled to controls: 0 for no effect and ±100 for the full control effect
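Curves were derived by four-parameter Hill fits of normalized qHTS data. The kinetic fluorescent primer-extension read was taken at 0 and 10 min after 50 nM substrate, following a 15 min room-temperature preincubation of 10 nM enzyme with compounds.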
Pol eta inh – DNA polymerase eta (human) inhibition | recombinant Pol eta, fluorescent DNA replication assay | AID 588591 | Q9Y253 | Potency, µM (titrated, usually from 114 µM), without a hit: at the top dose activity change, negative = inhibition, most hits filed as inhibitors | 390,000 compounds, 1.2% hits; also: % is scaled to controls: 0 for no effect and ±100 for the full control effect
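Fluorescent replication assay: 50 nM final substrate added after a 15 min room-temperature compound preincubation with 10 nM enzyme. Signal taken at 0 min and again at 10 min.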
Starred values were filed as active, the others as inactive; ? = inconclusive; nt = no result given; [ ] = dose if it differs, or a comment. Calls follow the shape of the dose curve; as a rule, active = well fitted curve in the direction sought with a large enough effect; inconclusive = small, poorly fitted or top-dose-only effect, or another doubt; inactive = no such curve, though single readings can be large; an effect the other way counts as inactive or inconclusive. Potency is read from the fitted curve at half-maximal effect. These rows are one share of the data; the hit share may differ from the screen's.

A first look:
Second line of a record – G9a block, Pol eta inh, BLM helicase inh, Pol beta inh, BAZ2B block, APE1 inh, POLK inh, Anesthetic bind, Pol iota inh
- CC1CCCC(NC(=O)CN2C(=O)NC(Cc3c[nH]c4ccccc34)C2=O)C1C (stereo unspecified)
    nt, -25%, nt, nt, nt, 32%, -3%, nt, 12%
- NC(=O)NCc1ccc(C(=O)OCc2ccncc2)cc1
    ?, -1%, 5%, -1%, 2%, -2%, -14%, 3%, -2%
- CCN(Cc1ccccc1)C(=O)CN1C(=O)c2ccccc2S1(=O)=O
    2%[2.33 µM], -5%, nt, nt, 7%, 1%, -5%, nt, 10%
- O=C1C[C@@H](c2ccc(O)c(O)c2)Oc2cc(O[C@H]3O[C@@H](CO)[C@H](O)[C@@H](O)[C@@H]3O)cc(O)c21
    nt, nt, 2%, nt, nt, ?, 21µM*, 4%, nt

The listing, previewed entries included:
Second line of a record – G9a block, Pol eta inh, BLM helicase inh, Pol beta inh, BAZ2B block, APE1 inh, POLK inh, Anesthetic bind, Pol iota inh
- CC1CCCC(NC(=O)CN2C(=O)NC(Cc3c[nH]c4ccccc34)C2=O)C1C (stereo unspecified)
    nt, -25%, nt, nt, nt, 32%, -3%, nt, 12%
- NC(=O)NCc1ccc(C(=O)OCc2ccncc2)cc1
    ?, -1%, 5%, -1%, 2%, -2%, -14%, 3%, -2%
- CCN(Cc1ccccc1)C(=O)CN1C(=O)c2ccccc2S1(=O)=O
    2%[2.33 µM], -5%, nt, nt, 7%, 1%, -5%, nt, 10%
- O=C1C[C@@H](c2ccc(O)c(O)c2)Oc2cc(O[C@H]3O[C@@H](CO)[C@H](O)[C@@H](O)[C@@H]3O)cc(O)c21
    nt, nt, 2%, nt, nt, ?, 21µM*, 4%, nt
- C/C(=C\C(=O)c1ccc(Cl)cc1)Nc1ccc(N2CCOCC2)cc1
    2%, -11%, 0%, -4%, 0%, 3%, 2%, -3%, 8%
- C/C(=N\NC(=O)c1ccco1)c1ccc(NC(=O)c2cccs2)cc1
    1%[59 µM], -2%, -1%, 3%, 5%, -7%, -20%, 2%, 16%
- CCOc1ccccc1NC(=O)CCNS(=O)(=O)c1ccccc1
    nt, -24%, -4%, -3%, -6%, -15%, -6%, -5%, -10%
- CCN(Cc1ccccc1)C(=O)c1cccnc1
    5%, -18%, -5%, 26%, -12%, 10%, 4%, -4%, 41%
- Cc1cccc(OCCN2CSC(=S)N(C)C2)c1
    -8%[59 µM], -28%, -5%, -1%, -2%, 0%, -12%, -15%, 15%
- CCCCn1nnnc1SCC(=O)NNC(=O)c1ccco1
    -5%, 3%, -2%, -3%, 2%, -1%, -5%, -10%, 42%[activator]

One compound at a time (already shown). Values in the order: G9a block | Pol eta inh | BLM helicase inh | Pol beta inh | BAZ2B block | APE1 inh | POLK inh | Anesthetic bind | Pol iota inh
`NC(=O)NCc1ccc(C(=O)OCc2ccncc2)cc1` in the list: ? | -1% | 5% | -1% | 2% | -2% | -14% | 3% | -2%
`C/C(=C\C(=O)c1ccc(Cl)cc1)Nc1ccc(N2CCOCC2)cc1` in the list: 2% | -11% | 0% | -4% | 0% | 3% | 2% | -3% | 8%
`CC1CCCC(NC(=O)CN2C(=O)NC(Cc3c[nH]c4ccccc34)C2=O)C1C` (stereo unspecified) in the list: nt | -25% | nt | nt | nt | 32% | -3% | nt | 12%
`CCN(Cc1ccccc1)C(=O)CN1C(=O)c2ccccc2S1(=O)=O` in the list: 2%[2.33 µM] | -5% | nt | nt | 7% | 1% | -5% | nt | 10%

More entries follow:
Second line of a record – G9a block, Pol eta inh, BLM helicase inh, Pol beta inh, BAZ2B block, APE1 inh, POLK inh, Anesthetic bind, Pol iota inh
- Nc1ncnc2c1ncn2CCN1CCOCC1
    -12%[2.33 µM], -18%, 2%, 38%, 13%, 13%, -7%, 2%, 9%
- COc1ccc(NC(=O)CN(C)C(=O)c2c(C)nn(-c3ccccc3)c2Cl)cc1
    8%[0.501 µM], -20%, nt, nt, 0%, 18%, 0%, nt, 42%[activator]
- CCCCNC(=O)Nc1ccccc1C(=O)NCCC
    17%[59 µM], 8%, 6%, -11%, -3%, 7%, -1%, -5%, 40%[activator]
- O=C(N/N=C/c1cccc(F)c1)c1ccc(Cl)cc1
    10%, -9%, -12%, -19%, -2%, 8%, -13%, -4%, 6%
- Cc1[nH]c2ccccc2c1C(=O)CSCC(=O)O
    ?, -18%, 0%, 31%, -8%, 0%, -13%, -10%, 3%
- O=c1[nH]c(SCc2ccc(F)cc2Cl)nc2ccccc12
    -10%, 6%, -3%, 7%, -7%, 2%, -9%, ?, 1%
- CCOC(=O)c1ccc(NS(=O)(=O)c2cc(Br)cc3c2N(C(C)=O)C(C)C3)cc1 (stereo unspecified)
    3%[59 µM], -2%, -1%, 6%, -9%, nt, 4%, -16%, -8%
- CC(Sc1nc2c(N)ncnc2n1CCOc1ccccc1)C(=O)O (stereo unspecified)
    33%[0.501 µM], -6%, -1%, 36%, -20%, 5%, -1%, 15%, -20%
- Cc1ccc(NC(=O)CNS(=O)(=O)c2cccs2)cc1F
    79µM*, -3%, -3%, 2%, -36%, 5%, -6%, -11%, 2%
- Clc1ccc(CN2CCCCCC2)cc1Cl
    22µM*, 3%, -2%, 7%, ?, -3%, -7%, ?, 104%[activator]
- CCN(CC)c1ccc(NC(=S)NC(=O)c2ccco2)cc1
    28µM*, -20%, -11%, -22%, 18µM*, -9%, -2%, ?, 68%[activator]
- Cc1nnc(NC(=O)C2CC(=O)N(c3ccc4c(c3)OCCO4)C2)s1 (stereo unspecified)
    16%[2.33 µM], 1%, nt, nt, -3%, -21%, -15%, nt, ?
- COc1ccccc1Cc1nc2ccccc2nc1SCC(=O)Nc1cccc(Cl)c1C
    6%[59 µM], 4%, -1%, 4%, 3%, nt, 0%[60.1 µM], 5%, -18%
- Cc1ccc(CC(=O)N2CCN(c3ccccc3F)CC2)cc1
    5%, -19%, 0%, 20%, -16%, 2%, 7%, -14%, 7%
- COC(=O)C(Cc1ccccc1)NC(=O)CCc1c[nH]c2ccccc12 (stereo unspecified)
    20%, -20%, -1%, 4%, 0%, -9%, 5%, -5%, 25%
- O=[N+]([O-])c1ccc(COc2ccccc2/C=N/O)cc1
    28%[59 µM], -20%, -2%, 29%, 6%, 15%, -9%, -6%, -8%
- NS(=O)(=O)c1ccc(N/C=C\C(=O)c2cccc3ccccc23)cc1
    -16%[59 µM], -15%, -8%, 2%, -10%, -4%, -11%, 6%, -11%
- C/C(Cn1nc([N+](=O)[O-])cc1C)=N\NC(=O)c1cccc(Br)c1
    nt, -4%, -1%, 22%, -7%, 0%, -4%, -22%, 0%
- Cc1cccc(C(=O)N[C@H](C(=O)Nc2nc(C)cs2)C(C)C)c1
    7%[59 µM], -22%, 1%, -16%, -6%, 0%, -14%, -6%, -3%
- Cn1cccc1Cc1nnc(SCC(=O)Nc2ccc(F)cc2F)n1-c1ccc(F)cc1
    -1%[59 µM], -9%, -5%, 13%, ?, -11%, 2%, 6%, 42%[activator]
- CCc1ccc(NC(=O)c2cnc3n(c2=O)CCS3)cc1
    ?, -6%, -2%, 21%, 0%, 2%, 20%, -6%, 50%[activator]
- c1ccc(Nc2nc3ccccc3[nH]2)nc1
    -4%[12.7 µM], -8%, -3%, 0%, 4%, 8%, 6%, -9%, 11%
- CCn1c2ccccc2c2cc(CC(N)=O)ccc21
    22%[59 µM], -3%, -1%, ?, -8%, -3%, 7%, -5%, 7%
- CC(C)C(=O)Nc1ccc2c(c1)nc1n2CCSC1
    ?, -17%, -2%, 1%, 9%, 4%, -6%, 7%, 1%
- CCOC(=O)C(C)Oc1cccc2c(=O)n(CC(=O)Nc3cccc(OC)c3)ccc12 (stereo unspecified)
    19%[59 µM], -21%, 1%, 12%, 6%, ?, -3%, -23%, 31%[activator]
- CC1Cn2c(nc(=O)c3c2NCN(CCc2ccccc2)C3)S1 (stereo unspecified)
    -19%, -18%, -7%, 6%, -4%, 7%, 7%, -3%, 23%
- COc1ccc(N2CCN(CCCNC(=O)c3nnc(Cc4ccc(F)cc4)o3)CC2)cc1
    -51%[59 µM], -19%, -13%, -3%, 35µM*, nt, -11%, 61%[activator], -12%
- COc1ccc(CN(C)C(=O)CNC(=O)c2cccs2)c(OC)c1
    -6%[12.7 µM], -24%, nt, nt, -5%, 4%, -6%, nt, 45%
- Cc1ccc(OCCNC(=O)c2ccc(C)cc2)cc1
    5%[2.33 µM], -9%, -4%, 9%, 8%, 48%[activator], 16%, -7%, -6%
- COc1ccc(C(=O)COC(=O)c2nn(C)c(=O)c3ccccc23)c(OC)c1
    -42%, ?, -17%, ?, ?, -3%, -32%, 7%, ?
- O=C(COc1ccccc1Cl)Nc1cccc(S(=O)(=O)NC2=NCCCCC2)c1
    50µM*, -11%, nt, nt, -1%, -6%, -8%, nt, 30%[activator]
- Cc1ccccc1N=CC1=C(O)c2ccccc2C1=O
    45µM*, -10%, -1%, 9%, -37%, 1%, -4%, -17%, 9%
- O=C(NCc1ccc2c(c1)OCO2)c1cc(-c2ccccn2)nc2ccccc12
    9%, -13%, -2%, 3%, -23%, 0%, 1%, -12%, 41%[activator]
- CCc1ccc(-c2cc(C)no2)cc1S(=O)(=O)N1CC(=O)Nc2ccccc21
    -6%, -21%, 0%, -8%, -13%, 48%[activator], -4%, -17%, 28%
- Cc1ccc(C(=O)Nc2ccc(S(=O)(=O)Nc3ncccn3)cc2)cc1[N+](=O)[O-]
    10%, -7%, -3%, 2%, 3%, 17%, 8%, -1%, 8%
- NC1=NC(=O)/C(=C/c2cccs2)S1
    12%, -4%, -1%, -23%, -39%[57.1 µM], -6%, -2%, -15%, 6%
- C/C(=N\NC(=O)c1cccnc1)c1nnn(-c2nonc2N)c1C
    50µM*, -10%, -4%, 5%, -11%, -2%, -9%, -2%, -6%
- O=C(NCc1ccccc1)NC1(C(=O)N2CCN3CCCC3C2)CCCCC1 (stereo unspecified)
    ?, 5%, -1%, 2%, 4%, -7%, -7%, -1%, 11%
